PP1 inh – PP1-alpha phosphatase inhibitors, primary screen, counter-screen for PP5 inhibitor project, biochemical, fluorescence, OMFP substrate, single point; actives 0.9% (n = 320,000); purified PP1alpha; inhibition, % at 6.7 µM;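 active = inhibition above the mean inhibition of all tested compounds plus 3 SD, computed separately for each screening campaign, cut at about 15% in these data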
AHR activator – AHR activators, primary screen, cell-based, luminescence, luciferase reporter, human | AID 2796, 2010 | Aryl hydrocarbon receptor (Homo sapiens), P35869 | activation, % at 5 µM | actives 2.5% (n = 320,000) | AHR-responsive luciferase reporter cells; in the data active = activation above about 47%;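 also: 0% = vehicle wells and 100% = reference agonist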
Target sequence (P35869 whole entry, looked up): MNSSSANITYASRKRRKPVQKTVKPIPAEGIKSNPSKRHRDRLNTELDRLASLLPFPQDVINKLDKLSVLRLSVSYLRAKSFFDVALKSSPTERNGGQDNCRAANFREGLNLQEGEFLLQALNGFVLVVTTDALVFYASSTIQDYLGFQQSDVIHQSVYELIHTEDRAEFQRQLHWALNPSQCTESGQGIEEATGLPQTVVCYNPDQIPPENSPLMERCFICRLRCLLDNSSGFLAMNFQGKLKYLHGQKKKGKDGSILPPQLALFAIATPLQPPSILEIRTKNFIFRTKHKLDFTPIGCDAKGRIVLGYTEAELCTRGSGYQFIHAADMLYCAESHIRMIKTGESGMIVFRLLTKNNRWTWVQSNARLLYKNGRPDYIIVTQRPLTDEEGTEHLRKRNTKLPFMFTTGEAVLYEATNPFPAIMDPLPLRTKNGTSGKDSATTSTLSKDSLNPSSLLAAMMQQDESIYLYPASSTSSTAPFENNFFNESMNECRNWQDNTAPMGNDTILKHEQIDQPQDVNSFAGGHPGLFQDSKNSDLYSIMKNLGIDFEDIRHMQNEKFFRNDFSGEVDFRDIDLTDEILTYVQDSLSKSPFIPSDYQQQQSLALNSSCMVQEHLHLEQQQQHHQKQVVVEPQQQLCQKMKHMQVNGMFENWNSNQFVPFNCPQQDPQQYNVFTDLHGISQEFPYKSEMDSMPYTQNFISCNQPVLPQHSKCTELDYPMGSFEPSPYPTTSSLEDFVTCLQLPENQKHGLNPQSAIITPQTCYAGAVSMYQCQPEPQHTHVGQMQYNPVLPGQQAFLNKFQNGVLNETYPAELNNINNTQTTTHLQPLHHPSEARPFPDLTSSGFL
procasp3 activ – activators of human procaspase-3 D3A mutant, primary screen, biochemical, absorbance, PC-3 D3A mutant, single concentration | recombinant procaspase-3 D3A, Ac-DEVD-pNA absorbance 405 nm | activation, % at 8.5 µM | actives 0.11% (n = 330,000) | AID 463141, 2010;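 active = activation above the mean of all tested compounds plus 3 SD, cut at about 21% in these data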;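 also: 0% = DMSO alone and 100% = DMSO wells spiked with extra 5 µM PC-3 D3A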
Target sequence (P42574 whole entry D9A/D28A/D175A): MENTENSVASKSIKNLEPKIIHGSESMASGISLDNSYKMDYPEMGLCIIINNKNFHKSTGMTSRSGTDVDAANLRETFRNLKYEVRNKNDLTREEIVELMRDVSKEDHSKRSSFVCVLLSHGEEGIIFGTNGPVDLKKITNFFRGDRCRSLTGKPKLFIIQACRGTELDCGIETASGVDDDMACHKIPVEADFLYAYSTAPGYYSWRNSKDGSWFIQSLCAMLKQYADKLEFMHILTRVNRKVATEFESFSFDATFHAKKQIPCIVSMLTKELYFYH
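Technique: 405 nm absorbance of p-nitroaniline, reads at 0 and 120 min; Test system: Procaspase-3 D3A mutant; Incubation: 1 h enzyme-compound preincubation, then 2 h substrate reaction, 25 °C; Repeats: singlicate, each compound tested once; Benchmarks: low control DMSO wells, high control DMSO plus 5 µM PC-3 D3A.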
TPT1 inhibitor – Candida albicans TPT1 enzyme inhibitors, primary screen, biochemical, fluorescence polarization | tRNA 2'-phosphotransferase TPT1 (Candida albicans SC5314) | recombinant caTPT1, FP RNA substrate dephosphorylation | inhibition, % at 5 µM | actives 0.81% (n = 300,000) | AID 1962, 2009;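 active = inhibition above the mean of all tested compounds plus 3 SD, set per screening campaign, cut at about 24% in these data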;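 also: plate controls were DMSO alone for no effect and ferristatin control at 100 nM for full effect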
PP5 primary – PP5 phosphatase inhibitors, primary screen, biochemical, fluorescence; Serine/threonine-protein phosphatase 5 (Homo sapiens), P53041; purified PP5c, OMFP substrate fluorescence; inhibition, % at 6.7 µM; actives 0.18% (n = 320,000);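 active = inhibition above the campaign's mean inhibition across all tested compounds plus 3 SD, cut at about 9.5% in these data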;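 also: 0% = DMSO only and 100% = 100 µM cantharidin control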
PAFAH2 inh – PAFAH2 enzyme inhibitors, primary screen, biochemical, fluorescence polarization, human; Platelet-activating factor acetylhydrolase 2, cytoplasmic (Homo sapiens), Q99487; recombinant PAFAH2, FP-rhodamine activity probe; inhibition, % at 3.39 µM; actives 0.99% (n = 340,000); AID 492956, 2010;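 active = inhibition above the mean over all tested compounds plus 3 SD, cut at about 30% in these data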;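 also: inhibitors block probe labeling of enzyme so polarization drops; 0% = enzyme with DMSO and 100% = wells lacking PAFAH2 protein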
CTSL1 counter – Fasciola hepatica cathepsin L1 inhibitors, primary screen, counter-screen for PFM18AAP inhibitor project, biochemical, QFRET, fluorogenic peptide substrate. actives 0.49% (n = 300,000). inhibition, % at 5.96 µM. recombinant F. hepatica cathepsin L1, Z-Leu-Arg-MCA fluorescence;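 active = inhibition above the mean of all tested compounds plus 3 SD, set per screening campaign, cut at about 17% in these data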;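 also: 0% = plate median of test compound wells and 100% = 1 µM Z-Phe-Ala-diazomethylketone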
proCasp7 act – procaspase-7 activators, primary screen, counter-screen for procaspase-3 activator project, biochemical, absorbance, HTS, human | Caspase-7 (Homo sapiens), P55210 | recombinant procaspase-7, Ac-DEVD-pNA absorbance 405 nm; D23A/D198A/D206A triple mutant, cannot self-cleave; scale: DMSO 0, 5 µM enzyme 100 | activation, % at 8.5 µM | actives 0.093% (n = 330,000) | AID 463210, 2010;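 active = percent activation above the screen-wide mean plus 3 SD, cut at about 25% in these data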
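System: Uncleavable procaspase-7 mutant enzyme; Amount: 2 µM procaspase-7 mutant as dispensed; Schedule: 1 h compound preincubation, 2 h substrate cleavage, 25 °C; Measured by: 405 nm absorbance of p-nitroaniline; Evaluation: percent activation from buffer-corrected 0–120 min absorbance change; Control set: low DMSO alone, high DMSO plus 5 µM PC-7.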
HCV core dimer – inhibitors of HCV core protein dimerization, primary screen, biochemical, TR-FRET, high-throughput | TR-FRET GST/Flag-core106 dimerization, 1536-well | inhibition, % at 5 µM | actives 0.33% (n = 300,000);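 active = inhibition above the mean of all tested compounds plus 3 SD, set per screening campaign, cut at about 45% in these data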
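Assay system: tagged HCV core106 pair (GST and Flag); medium: KF-containing HEPES buffer, pH 7.45, DTT, CHAPS, BSA; also added: Eu donor and XL665 acceptor anti-tag antibodies; dosing: 5 µM single dose; timing: compound-protein-antibody incubation 4 h at 22.5 °C; signal: TR-FRET 671 and 617 nm emission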
* hit, by the source's call; . = no result given.

SMILES	PP1 inh	AHR activator	procasp3 activ	TPT1 inhibitor	PP5 primary	PAFAH2 inh	CTSL1 counter	proCasp7 act	HCV core dimer
O=C(Cc1c(F)cccc1Cl)NC1=NCCS1	6.5	1.6	4.4	-2.6	1.0	-3.1	2.1	7.3	-9.2
O=C(NNC(=O)c1cnccn1)c1cccc([N+](=O)[O-])c1	-0.9	4.8	-3.1	-6.7	2.6	-2.2	3.2	5.0	-0.1
Cc1c(NS(=O)(=O)c2ccc([N+](=O)[O-])cc2)c(=O)n(-c2ccccc2)n1C	-0.5	0.5	-0.2	0.8	0.3	-4.9	0.4	1.0	1.4
CCn1ncc(/C=C2/SC(=S)NC2=O)c1C	-3.1	1.6	-5.4	-2.3	2.9	2.0	-1.0	-11.7	-9.8
CCOC(=O)CNS(=O)(=O)c1ccc(C)cc1	-2.7	0.7	-6.6	-0.3	2.4	-12.4	-1.5	6.7	-3.7
O=C(N/N=C/c1cc(Cl)cc([N+](=O)[O-])c1O)c1ccc2c(c1)OCO2	8.2	9.2	0.7	3.3	-6.3	9.7	9.0	-12.0	-32.3
COc1ccccc1C(=O)Nc1ccc2c(c1)CN(C(=O)CSC)CC2	-3.0	-6.0	-2.6	-0.5	-0.5	-2.5	-0.7	3.9	3.5
COc1ccccc1COn1c(=O)c(-c2ccco2)[n+]([O-])c2ccccc21	0.5	35.7	0.2	5.0	0.8	2.1	-2.1	-5.8	1.9
O=C(NCc1cccc(Br)c1)C1CC2Cn3c(nc4ccccc43)C2N1c1ccccc1 (configuration not stated)	0.8	2.3	2.6	0.4	1.0	5.4	4.5	2.0	-15.7
Nc1ccccc1C(=O)NC1CCCNC1=O (configuration not stated)	-4.5	0.1	-7.0	-1.3	-0.3	.	-1.1	0.3	3.1
COC(CN(C)C(=O)C1CCCN(S(=O)(=O)c2ccc3c(c2)oc(=O)n3C)C1)OC (configuration not stated)	-2.2	-0.5	-1.2	2.5	1.8	0.7	-0.4	-4.2	-14.1
Cc1ccccc1S(=O)(=O)NC1OC(=O)C(Oc2ccccc2)=C1Br (configuration not stated)	2.1	1.7	3.5	1.3	-3.5	7.5	-0.3	-3.1	-1.2
Cc1cccc(C(=O)OCC(=O)NCCN2C(=O)CSC2=O)c1[N+](=O)[O-]	.	0.6	7.1	.	.	6.1	.	4.0	.
COc1ccccc1NC(=O)CCCc1nc(-c2ccc(OC)c(OC)c2)no1	-3.9	2.5	-0.2	-2.3	-4.2	-2.7	4.4	12.9	-1.8
COc1ccc(NC(=O)c2cccc(S(=O)(=O)N3CCc4ccccc43)c2)cn1	2.7	6.7	3.0	-10.5	0.3	-6.2	3.0	10.0	-0.7
CC(OC(=O)CCc1nc(=O)c2ccccc2n1C)C(=O)NCc1ccc2c(c1)OCO2 (configuration not stated)	-1.8	1.4	-3.8	-1.6	-3.3	-12.5	1.0	11.7	-1.9
Cn1c(=O)n(C)c2cc(NC(=O)c3cccc([N+](=O)[O-])c3)c(Br)cc21	-5.3	101.0*	0.6	-0.2	0.3	0.6	0.7	7.8	1.0
CC(C)NC(=O)N(C)C[C@H]1Oc2c(NS(=O)(=O)c3ccccc3)cccc2C(=O)N([C@H](C)CO)C[C@@H]1C	.	-1.1	-0.2	.	.	0.8	.	10.0	.
C=CCSC1=C(C#N)C(c2ccccc2Cl)C(C(=O)c2cccs2)C(O)(C(F)(F)F)N1 (configuration not stated)	1.6	16.8	-5.7	0.6	0.1	-0.4	2.6	-17.2	6.4
Cc1ccccc1NC(=O)CSc1nnc(-c2ccco2)c(-c2ccco2)n1	10.1	4.5	-20.0	-1.5	0.6	11.1	7.3	-30.5	45.4
COCc1c(C(=O)NCCOc2ccc(Cl)cc2)oc2ccccc12	-0.5	3.2	3.3	.	4.0	-4.6	.	6.0	.
COc1ccc(N2C(=O)CC(N3CCCC4CCCCC43)C2=O)cc1 (configuration not stated)	0.7	-2.3	-22.2	-4.9	1.9	4.9	0.4	-34.4	-3.7
OC1CCCN(c2ncnc3c2nnn3Cc2c(F)cccc2Cl)C1 (configuration not stated)	4.8	0.0	5.4	-0.1	1.5	-1.2	4.1	-1.3	-2.0
CCOc1cc(CNc2ccc(OC)cc2)cc(Br)c1OCC(=O)NC(C)(C)C	4.8	0.7	-0.9	0.4	3.8	-2.2	1.4	-16.0	-0.9
Cc1cccc(NC(=O)CSc2nnc(-c3ccc(S(=O)(=O)N4CCOCC4)cc3)n2C)c1	-3.4	-0.1	4.5	-3.2	-0.3	-5.0	-1.2	-1.6	-1.4
(continued)
SMILES	PP1 inh	AHR activator	procasp3 activ	TPT1 inhibitor	PP5 primary	PAFAH2 inh	CTSL1 counter	proCasp7 act	HCV core dimer
COc1ccc(NC(=O)COC(=O)Cc2ccsc2)c(OC)c1	.	0.3	-0.2	.	.	6.6	.	-6.1	.
Cn1c(=S)[nH]c2sc3c(c2c1=O)CCC(C(C)(C)C)C3 (configuration not stated)	0.5	3.1	5.0	2.0	3.6	14.8	0.7	-9.9	11.3
CS(=O)(=O)c1cccc(C(=O)NC(c2ccccc2)c2ccccc2)c1	-2.3	-0.1	2.8	-1.2	1.1	5.9	0.0	-3.0	0.9
CN(CCc1ccccn1)C1CCCN(S(=O)(=O)c2ccccc2)C1 (configuration not stated)	-5.4	-0.8	-2.9	0.1	1.2	-11.4	-0.8	5.9	0.2
Cc1nc(Nc2ccc(Cl)cc2)c2nnn(Cc3ccccc3)c2n1	-1.3	42.9	-4.0	1.2	-0.7	2.6	-0.3	4.9	3.3
CCCn1c(N2CCN(C(=O)/C=C/C(=O)O)CC2)nc2ccccc21	-2.7	2.2	-0.8	1.5	2.5	-1.0	-1.4	-1.3	-6.0
CC(=O)c1cc2c(cc1NS(=O)(=O)c1ccccc1F)OCO2	-2.9	0.6	2.3	0.9	-0.6	-6.0	-3.8	-8.2	0.8
Cc1ccc(S(N)(=O)=O)cc1	-4.8	-0.4	-3.4	.	1.7	-1.1	.	-2.5	.
CCn1c(C(=O)NCc2cccnc2)cc2sc(Cl)cc21	1.5	34.1	5.9	-1.6	4.3	-12.2	1.1	3.7	-4.9
C/C(=N\NC(=O)c1ccc(CN(C)S(=O)(=O)c2ccc(C)cc2)cc1)c1ccc(OC(F)F)cc1	0.2	12.1	-0.8	0.1	0.9	-2.0	-2.1	-1.4	15.9
CCOc1ccc(CN2CCCC(CO)(Cc3ccccc3F)C2)cc1 (configuration not stated)	-1.4	-0.7	-2.0	-0.7	-0.3	0.6	4.6	-2.1	-0.7
COc1ccc(N2CCC(CNC(=O)Nc3ccccc3)C2)cc1 (configuration not stated)	-3.8	4.2	-14.1	1.0	-0.3	-8.2	4.4	-23.8	-18.5
Cc1ccc(C(=O)CSc2nc3ccccc3c(=O)[nH]2)cc1	-2.2	36.9	-1.1	-1.4	3.3	1.8	1.6	3.0	1.5
CC1(C(=O)OCC(=O)Nc2ccccc2Cl)CC1(Cl)Cl (configuration not stated)	-1.6	-2.5	1.8	-3.8	0.3	1.0	3.7	2.5	-4.0
COc1ccc(Br)cc1S(=O)(=O)n1ccnc1C	-9.6	4.3	2.1	-2.0	-1.4	7.2	-4.2	-14.8	-0.9
COC(=O)C1C(=O)C2=C(CC1C)NC(=O)CC2c1ccc(F)cc1 (configuration not stated)	-2.7	1.0	-0.9	-2.2	3.4	-1.7	0.5	6.4	12.3
CC(C)c1nnc(SCC(=O)NC2CCCCC2)n1C	-3.7	-0.8	-0.2	0.8	4.3	-0.1	-2.6	2.0	-2.5
O=C(NC1CC1)C1CCN(c2nc3ccccc3s2)CC1	-7.9	6.6	-4.2	0.4	2.5	-6.5	-4.9	13.3	-0.4
CC(C)(C)c1cc(NC(=O)CSc2nnc(NCc3ccccc3)s2)n(-c2ccccc2)n1	1.0	-1.7	-0.5	4.5	4.3	-0.6	1.1	-11.2	10.1
O=C(COC(=O)C1(c2ccc(F)cc2)CCCC1)NCc1ccc2c(c1)OCO2	-0.2	15.6	-0.5	5.7	5.5	8.6	3.4	10.2	-4.4
CN(Cc1ccccc1)/C(=N/O)c1cccc(Cl)c1	0.9	2.0	6.2	3.2	-0.1	1.7	1.7	9.9	4.3
O=C(Nc1ccc(Oc2ccc(NC(=O)Nc3ccc([N+](=O)[O-])cc3)cc2)cc1)Nc1ccc([N+](=O)[O-])cc1	-1.4	4.2	-4.0	-5.0	2.9	10.5	2.0	7.0	-11.6
CCn1c2ccccc2c2cc(NC(=O)CSc3nnc(-c4ccc(OC)cc4)n3N)ccc21	7.9	48.5*	4.8	-0.1	0.7	0.4	1.1	0.6	6.3
Cc1cccc[n+]1CC(=O)Nc1ccccc1	-2.2	-0.1	-0.8	0.9	-1.9	2.5	-2.1	6.3	-6.1
COCCCN1CC23C=CC(O2)C(C(=O)OC)C3C1=O (configuration not stated)	-3.9	1.0	12.2	-2.4	-1.6	-0.7	-1.1	5.3	2.9
Cc1ccc(-c2csc(NC(=O)c3ccc([N+](=O)[O-])o3)n2)cc1	-0.1	1.8	-6.9	3.7	2.5	3.9	16.8*	-7.6	22.3
CCOc1ccc2nc(N/C(N)=N/C(=S)Nc3ccc(C)c(C)c3)nc(C)c2c1	-1.8	7.8	-0.6	0.6	-2.1	2.2	3.7	1.3	12.2
O=C(Cc1ccc(Br)cc1)Nc1ccc(S(=O)(=O)N2CCCC2)cc1	2.2	0.7	5.9	-0.9	5.3	13.7	-3.0	0.3	9.3
O=C(NCc1ccco1)c1cnn2c(C(F)(F)F)cc(-c3ccccc3)nc12	4.8	9.5	19.0	-1.0	3.2	6.1	-0.4	24.4	8.0
CC(=O)N1c2ccc(S(=O)(=O)NCCC(=O)NCCc3ccc(C)cc3)cc2CC1C (configuration not stated)	-2.3	2.7	4.7	0.6	2.8	3.1	-3.7	2.2	-0.7

Full records, looked up by structure. Order of values: PP1 inh	AHR activator	procasp3 activ	TPT1 inhibitor	PP5 primary	PAFAH2 inh	CTSL1 counter	proCasp7 act	HCV core dimer
`CC(C)(C)c1cc(NC(=O)CSc2nnc(NCc3ccccc3)s2)n(-c2ccccc2)n1` is entered as 1.0	-1.7	-0.5	4.5	4.3	-0.6	1.1	-11.2	10.1
`Cc1ccc(S(N)(=O)=O)cc1` is entered as -4.8	-0.4	-3.4	.	1.7	-1.1	.	-2.5	.
`CCOc1ccc(CN2CCCC(CO)(Cc3ccccc3F)C2)cc1` (configuration not stated) is entered as -1.4	-0.7	-2.0	-0.7	-0.3	0.6	4.6	-2.1	-0.7
`CC1(C(=O)OCC(=O)Nc2ccccc2Cl)CC1(Cl)Cl` (configuration not stated) is entered as -1.6	-2.5	1.8	-3.8	0.3	1.0	3.7	2.5	-4.0

Screens from PubChem BioAssay.
